Assay outcomes deposited in PubChem by National Center for Advancing Translational Sciences (NCATS).
PTAP TSG101 blk = blocks PTAP/TSG101 interaction to inhibit HIV-1 budding | 340,000 tested, under 10 active | AID 493005 | Potency, µM (series often up to 115 µM), for the others: at the highest dose activity change, negative = inhibition, actives largely listed as inhibitors | Q99816 | Fluorescence polarization, FITC-PTAP peptide / Tsg101 binding; active = well fitted inhibition curve with a large enough effect in the main read-out, with a control signal flat, not every such curve was filed as active; inconclusive = small, poorly fitted or top-dose-only effect, or effect the other way, or a change in a side signal; inactive = no such curve, though single readings can be large or run the other way; note: potency is the fitted concentration of half-maximal effect; % of control where 0% means no effect
Target sequence (Q99816 whole entry, looked up): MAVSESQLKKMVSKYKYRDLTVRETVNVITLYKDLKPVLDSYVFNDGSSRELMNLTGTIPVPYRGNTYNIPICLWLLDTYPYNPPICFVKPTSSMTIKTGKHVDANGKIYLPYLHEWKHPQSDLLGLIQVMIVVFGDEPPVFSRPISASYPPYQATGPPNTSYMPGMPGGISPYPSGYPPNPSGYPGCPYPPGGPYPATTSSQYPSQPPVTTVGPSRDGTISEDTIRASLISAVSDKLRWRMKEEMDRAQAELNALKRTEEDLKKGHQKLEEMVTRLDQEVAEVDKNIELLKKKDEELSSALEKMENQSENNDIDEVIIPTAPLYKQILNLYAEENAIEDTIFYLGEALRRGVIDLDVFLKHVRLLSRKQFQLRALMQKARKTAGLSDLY
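Steps: Tsg101 binding domain dispensed (10 uM final), compounds pinned in DMSO, FITC-labeled PTAP-motif peptide added (50 nM final); after 20 min binding at room temperature, polarization measured.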
TSHR antag = antagonists of human thyroid stimulating hormone receptor; TSHR-expressing cells, TSH-stimulated cAMP HTRF, 2 h; hits give low values; activity change, negative = inhibition, % at 11.5 µM; AID 504810; hit rate 0.2% among 330,000; P16473;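 active = activity change below a set negative limit, meaning inhibition stronger than a set level, cut at about -70% in these data; inconclusive = activity change between two set negative limits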; note: % is set by controls: 0 for no effect and ±100 for the full control effect
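TSHR-expressing cells were treated with compounds, then stimulated with TSH at EC80 (4nM final) for 2 hours at 37 deg C. Cellular cAMP was measured by HTRF competition between lysate cAMP and cAMP-d2 for a cryptate-labelled anti-cAMP antibody.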
A-T KAP1 phos = potential ataxia-telangiectasia treatment; AID 485349; hit rate 0.19% among 320,000; […] A-T fibroblasts, KAP-1 phosphorylation AlphaLISA; neocarzinostatin DNA damage 30 min before lysis; Potency, µM (series often up to 57.5 µM), without a hit: at the highest dose activation, actives largely listed as activators; note: potency is the fitted concentration of half-maximal effect; % of control where 0% means no effect; nearly all actives have a fitted effect of over 45% in size
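ATM-like activity read as KAP-1 phosphorylation via AlphaLISA donor/acceptor antibody pairs after lysis and 6 hr at 25C. Cells were ATM-null patient fibroblasts ([…], hTERT), dosed 60 min, then exposed to the DSB inducer NCS for 30 min.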
Mito fusion act = blocks mitochondrial division or promotes mitochondrial fusion. AID 485298. hit rate 0.23% among 320,000. Potency, µM (top dose mostly 46.1 µM), without a hit: top-dose growth rescue (activation), hits mostly activators. S. cerevisiae fusion-defective mutant growth rescue, CellTiterGlo 48 h;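 note: potency is the fitted concentration of half-maximal effect; % of control where 0% means no effect; nearly all actives have a fitted effect of over 45% in size; temperature-sensitive fusion mutants such as fzo1-1 at 37 °C on non-fermentable ethanol glycerol medium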
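Yeast fusion mutant, YPEG (non-fermentable carbon), compound, 48 h at 37C non-permissive; CellTiterGlo added, 10 min RT, luminescence read. Rescued growth = division inhibition.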
a7 integrin act = activators of alpha7 integrin expression for muscular dystrophy; alpha7betagal myoblasts, beta-gal FDG fluorescence, 48 h; Potency, µM (series often up to 38.3 µM), without a hit: top-dose activation, hits mostly activators; hit rate 0.064% among 350,000; AID 624291;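 note: potency is the fitted concentration of half-maximal effect; 100% = response of the positive control SU9516; nearly all actives have a fitted effect of over 60% in size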
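alpha7betagal+/- myoblasts (passage 13, 250/well) treated 48 h at 37C with compounds at 1:260 dilution of DMSO stock. Lysed, then beta-galactosidase activity read as FDG fluorescence (ex 480/em 540) after 30 min, with pre-read for autofluorescence.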
TCR act = activates T cell receptor signaling | 330,000 tested, under 10 active | Potency, µM (doses to about 9.22 µM), for the others: at the highest dose activation of IL-2 secretion, actives largely listed as activators | primary human leukocytes, anti-CD3, IL-2 HTRF, 48 h | AID 504894; note: % of control where 0% means no effect
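Activity was scored as IL-2 release from primary human leukocytes given only a TCR signal (a-CD3 beads) plus compound for 48 hr. Detection used a two-antibody HTRF format read at 665nm.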
CXXC DNA block = blocks binding of human MLL CXXC domain to DNA. Q03164. Potency, µM (doses to about 115 µM), inactives show top-dose activity change, negative = inhibition, actives largely listed as inhibitors. hit rate 0.037% among 290,000. MLL-CXXC / FITC-HOXA9 DNA fluorescence polarization. AID 2662; active = well fitted inhibition curve with a large enough effect in the polarisation, with a control signal flat, not every such curve was filed as active; inconclusive = small, poorly fitted or top-dose-only effect, or effect the other way, or a change in a side signal; inactive = no such curve, though single readings can be large or run the other way; the % refers to the polarisation; note: potency is the fitted concentration of half-maximal effect
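Fluorescence polarization: 7 uM MLL-CXXC (stock) preincubated 5 min with compounds, then 50 nM fluorescein-HOX-A9 DNA (stock) added; 30 min ambient. Buffer 50 mM Tris-HCl pH 7.5, 50 mM NaCl, 1 mM DTT, 0.05% BSA.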
S-ASM inh = human S-ASM enzyme inhibition; P17405; placental ASM, HMU-PC fluorogenic substrate, 60 min; Potency, µM (series often up to 57.5 µM), inactives show at the highest dose activity change, negative = inhibition, hits mostly inhibitors; hit rate 0.006% among 340,000; note: potency is the fitted concentration of half-maximal effect
Target sequence (P17405 47-631 limits assumed): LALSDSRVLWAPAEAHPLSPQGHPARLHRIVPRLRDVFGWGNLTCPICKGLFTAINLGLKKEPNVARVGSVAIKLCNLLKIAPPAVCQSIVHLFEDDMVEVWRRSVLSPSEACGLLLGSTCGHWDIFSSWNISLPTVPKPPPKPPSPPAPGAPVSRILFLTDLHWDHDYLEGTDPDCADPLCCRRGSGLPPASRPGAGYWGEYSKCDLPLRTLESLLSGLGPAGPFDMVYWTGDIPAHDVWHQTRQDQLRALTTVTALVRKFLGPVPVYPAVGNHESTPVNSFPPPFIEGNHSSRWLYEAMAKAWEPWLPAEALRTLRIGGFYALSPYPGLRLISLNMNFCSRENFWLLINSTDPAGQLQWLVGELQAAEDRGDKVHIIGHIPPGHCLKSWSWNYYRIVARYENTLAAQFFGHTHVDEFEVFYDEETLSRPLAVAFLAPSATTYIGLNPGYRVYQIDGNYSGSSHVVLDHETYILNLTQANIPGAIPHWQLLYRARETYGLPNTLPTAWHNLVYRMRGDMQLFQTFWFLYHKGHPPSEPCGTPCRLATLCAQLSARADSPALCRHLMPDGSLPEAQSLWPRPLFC
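Human placenta-derived ASM preincubated with compound 10 min at room temperature, then reacted with 9 uM (final) fluorogenic HMU-PC substrate for 60 min at 37 C. Stop solution raises pH to 10; fluorescence read at Ex 386/Em 447 nm.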
Menin-MLL TR inh = displaces Texas Red mutant MLL peptide from human menin; O00255; Menin + Texas Red MLL mutant peptide, fluorescence polarization; Potency, µM (titrated, usually from 61.6 µM), without a hit: at the top dose FP activity change, negative = inhibition, hits mostly inhibitors; hit rate 0.23% among 270,000; AID 1768; active = well fitted inhibition curve with a large enough effect in the polarisation, with a control signal flat, not every such curve was filed as active; inconclusive = small, poorly fitted or top-dose-only effect, or effect the other way, or a change in a side signal; inactive = no such curve, though single readings can be large or run the other way; the % refers to the polarisation; note: potency is the fitted concentration of half-maximal effect; % of control where 0% means no effect; many of its hits are not listed in these tables
MBNL1 CUG block = blocks human MBNL1 binding to CUG repeat RNA; TR-FRET MBNL1-His/biotin-(CUG)12 binding, 665/545 ratio; Potency, µM (highest dose often 57.5 µM), without a hit: at the highest dose activity change, negative = inhibition, hits mostly inhibitors; hit rate 0.036% among 280,000; AID 2675; active = well fitted inhibition curve with a large enough effect in the signal ratio, with a control signal flat, not every such curve was filed as active; inconclusive = small, poorly fitted or top-dose-only effect, or effect the other way, or a change in a side signal; inactive = no such curve, though single readings can be large or run the other way; the % refers to the signal ratio; note: potency is the fitted concentration of half-maximal effect; % is set by controls: 0 for no effect and ±100 for the full control effect
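Compound titration spanned 92 nM–58 uM against the MBNL1-His/biotin-(CUG)12 complex. After 60 min at room temperature with 5 nM streptavidin-XL665 and 0.055 ng/ul terbium anti-His, ratiometric 665/545 nm emission (Ex 340 nm) normalized to controls.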
Active calls of the source: *; ? = inconclusive; nt = not tested or not shown; [ ] = remark or other dose. Unless noted, calls come from the whole dose curve; as a rule, active = well fitted curve in the direction sought with a large enough effect; inconclusive = small, poorly fitted or top-dose-only effect, or another doubt; inactive = no such curve, though single readings can be large; an effect the other way counts as inactive or inconclusive. Not all compounds are listed; the hit share may differ from the screen's.

SMILES	PTAP TSG101 blk	TSHR antag	A-T KAP1 phos	Mito fusion act	a7 integrin act	TCR act	CXXC DNA block	S-ASM inh	Menin-MLL TR inh	MBNL1 CUG block
O=C(c1ccco1)N1CCN(C(=O)c2oc(=O)c3ccccc3c2-c2ccccc2)CC1	0%	-9	11%	5%	-2%	4%	3%	2%	-4%[11.7 µM]	0%
CCN(CC)CCN1C(=O)C(=O)/C(=C(/O)c2ccncc2)C1c1ccccc1F (stereo not drawn)	1%	7	0%	-2%	-9%	1%	-10%	1%	-1%	17%
CC(=O)Nc1ccc(NS(=O)(=O)c2ccc(Cl)c(C(=O)O)c2)cc1	-1%	8	2%	-1%	-11%[7.66 µM]	nt	-5%	2%	-9%	0%
Cc1ccccc1NS(=O)(=O)c1ccc(C(=O)N(C)CC(=O)Nc2ccccc2Br)cc1	-1%	nt	-9%	nt	30%	-1%	nt	1%	nt	nt
COc1ccc(NC(=O)CSc2nnc(Cn3cnc([N+](=O)[O-])n3)n2C)cc1	-1%	-2	-1%	-2%	26%	2%[46.1 µM]	-2%	nt	5%	?
CCCCc1ccc(NC(=O)c2cnccn2)cc1	1%	-7	-1%	-5%	-15%	6%	0%	-7%	6%	9%
COc1ccc(-c2nnc(SC(C)C(=O)Nc3nccs3)n2-c2ccccc2)cc1OC (stereo not drawn)	1%	-16	1%	-4%	-12%	2%	1%	0%	-18%	-8%
N#C/C(=C\c1cccc([N+](=O)[O-])c1)C(=O)NCc1cccnc1	1%	1	nt	-7%	-10%	-1%[46.1 µM]	-11%	5%	-25%	12%
CCCC(=O)c1ccc(N2CCOCC2)c(F)c1	-5%	-3	-3%	2%	19%[1.53 µM]	-12%	-1%	3%	0%	-2%
C=CCc1ccc(OCCn2cncn2)c(OC)c1	-7%	4	-1%	3%	-12%	-5%	6%	2%	10%	-2%
Cc1ccc(NC(=O)COC(=O)CCC(=O)c2cccs2)cc1	-1%	2	-1%	-6%	5%	2%[46.1 µM]	4%	8%	2%	-3%
COC(OC)c1ccc(C#N)c(=O)[nH]1	-2%	2	-1%	-2%	23%	-8%	1%	6%	-10%	-3%
Cc1c(NC(=O)CSc2ccccc2F)c(=O)n(-c2ccccc2)n1C	-11%	30	4%	-2%	5%	1%	2%	5%	9%	-4%
C=C[C@@H](C)N(Cc1ccc(OC)cc1)S(=O)(=O)N(Cc1ccccc1)[C@H](C=C)C(C)C	-3%	-18	25%	0%	-21%	2%	nt	-3%	nt	nt
COc1ccc(Nc2nc(N3CCCCC3)nc3ccccc23)c(OC)c1	0%	11	-1%	11%	-17%	9%	28%	82%[activator]	0%	-3%
Cc1cc(C(=O)Nc2ccc(C)c(S(=O)(=O)N3CCOCC3)c2)c(C)o1	-4%	-8	0%	5%	-21%	-6%	9%	-1%	15%	-8%
Cc1ccc(S(=O)(=O)N2CCN(C(=O)c3c(C)nn(-c4ccccc4)c3Cl)CC2)cc1	-3%	6	-7%	-1%	22%	-7%	-3%	0%	-11%	8%
CCc1ccc(/C(C)=N/NC(=O)c2ccc(-n3cnnn3)cc2)cc1	-4%	-11	2%	4%	22%	nt	nt	-3%	nt	nt
O=C(Nc1ccc(Cl)cc1)C1C2C=CC3(O2)C1C(=O)N(CCN1CCCCC1)C3C(=O)NC1CCCCC1 (stereo not drawn)	-5%	16	-11%	-2%	-12%	0%	2%	0%	-11%	-6%
CCOC(=O)C1(CCOc2ccccc2)CCN(CC2CC2)CC1	0%	-2	-3%	3%	-2%	0%	5%	1%	-4%	2%
CCC(C)CN1CCC(CO)(Cc2ccccc2Cl)CC1 (stereo not drawn)	-3%	-2	5%	-2%	-17%	5%	-10%	0%	-10%	-6%
CCOC(=O)C1=NN(c2ccccc2C)C2=NC(C)=C(C(=O)OC)C(c3cccs3)N12 (stereo not drawn)	0%	-1	2%	10%	15%[7.66 µM]	-5%[46.1 µM]	-5%	-3%	7%	-1%
COc1ccccc1N(Cc1ccccc1)S(=O)(=O)c1cccc(C(=O)NCC2CCCO2)c1 (stereo not drawn)	-2%	15	-4%	0%	?	5%	nt	-3%	nt	nt
CC(C)CNC(=O)C(=O)NCC(c1ccc2c(c1)OCO2)N1CCOCC1 (stereo not drawn)	-1%	36	29%	4%	?	1%	-12%	2%	?	-5%
Cc1cc(C)nc(SCC(=O)N/N=C\c2sccc2C)n1	-5%	15	-6%	3%	6%	10%	4%	-2%	2%	-16%
O=C(CSc1ncnc2sccc12)N1CCN(C(=O)c2cccs2)CC1	0%	-3	12%	1%	-1%	6%	nt	-2%	nt	nt
CCOc1ccc(-n2c([S-])c(C(=O)Nc3ccc(S(=O)(=O)N4CCOCC4)cc3)[n+]3cc(C(N)=O)ccc23)cc1	-12%	0	-4%	1%	6%	-20%	9%	31%	nt	nt
Cc1ccc(CN2CC(C(=O)NC(c3nc4ccccc4[nH]3)C(C)C)CC2=O)cc1 (stereo not drawn)	-1%	11	-4%	-3%	10%	nt	nt	6%	nt	nt
CCOc1ccc(S(=O)(=O)N2CCOCC2)cc1NC(=O)C1=COCCO1	1%	25	14%	15%	2%	-19%	nt	2%	nt	nt
CC(=O)Nc1cccc2c1Cc1cc([N+](=O)[O-])ccc1-2	-4%	nt	nt	nt	19%	6%	nt	-2%	nt	nt
C=CCn1c(COc2ccc(F)cc2)nnc1SCC(=O)NC(=O)NCc1ccco1	-5%	-1	-1%	-1%	-4%	-4%	-1%	1%	-7%	4%
Cc1ccc(-n2nnnc2-c2cccs2)cc1[N+](=O)[O-]	-2%	nt	nt	nt	-8%	13%	nt	3%	nt	nt
Cc1cc(C(=O)OC(C)C(=O)N2CCc3ccccc32)ccc1[N+](=O)[O-] (stereo not drawn)	-2%	-12	-10%	?	7%	5%	nt	-4%	nt	nt
Cc1cc(NC(=O)C(=O)NCc2cccc(Cl)c2)no1	3%	2	-9%	2%	5%	-3%	4%	0%	nt	-2%
COc1cccc(N2CCN(C(=S)Nc3ccc(F)cc3)CC2)c1	1%	5	0%	-4%	8%	1%	5%	0%	1%	6%
CCOc1cc(NC(=O)c2ccco2)c(OCC)cc1NC(=O)Cc1cccc(OC)c1	1%	-9	-4%	-9%	8%	5%	3%	3%	21%	-2%
CCCc1cc(=O)oc2cc(C)c3c(C)coc3c12	-5%	4	2%	26%	-24%	-2%	-10%	8%	-7%	10%
N#CC(Cc1ccccc1OC(F)F)c1nc2ccccc2[nH]1 (stereo not drawn)	-1%	13	3%	0%	11%	-3%[46.1 µM]	-1%	6%	14%	-7%
Cc1cc(Nc2ccccc2)nn1C(=O)c1ccccc1	-4%	-10	-2%	-3%	31%	9%	2%	-21%	?	-4%
C/C(=N\Nc1ccccc1C(=O)O)c1ccncc1	1%	-11	5%	-7%	4%	1%	-2%	-2%	33%[activator]	2%
CSc1nc(N)nc2c1ncn2CC(=O)N[C@H](CO)Cc1c[nH]c2ccccc12	-1%	-8	11%	nt	-39%	9%	nt	0%	nt	nt
COc1ccc(NC(=O)Nc2ccc(F)c(Cl)c2)cc1	1%	-5	4%	-11%	-2%	1%	3%	-3%	-1%	-9%
COC(=O)c1sccc1NC(=O)c1ccncc1	-6%	9	-3%	0%	-13%	2%	-7%	-2%	-5%	-13%
CCOC(=O)N1CCC2(CC1)C(C#N)=C(N)Oc1n[nH]c(CSc3ccc(C)cc3)c12	-2%	-11	-3%	0%	-19%	2%	-16%	-5%	36%[activator]	-9%
CCOC(=O)c1c(-c2ccc3ccccc3c2)csc1NC(=O)CCCC(=O)O	1%	-35	1%	18%	3%	-3%	nt	-20%	nt	nt
CCCN1C(=O)c2ccc(C(=O)Nc3ccccc3C(=O)O)cc2C1=O	-3%	-14	18%	3%	-14%	3%	-5%	12%	?	?
Cc1c(C(=O)OCc2ccccc2)nnn1-c1nonc1N	-8%	-6	4%	3%	19%	1%	0%	-2%	-20%	4%
Cn1c(CSCC(=O)Nc2ccccc2)nnc1SCc1ccccc1	-2%	-2	2%	-7%	0%	5%	-13%	-6%	nt	nt
Cc1ccc(C(=O)NCC(=O)OC(C)C(=O)Nc2ccc(N3CCOCC3)cc2)s1 (stereo not drawn)	5%	23	2%	-2%	35%	-2%	18%	7%	nt	-12%
